# 3CLpro inhibitor: SARS-CoV 3CLpro protease inhibitors, primary screen, biochemical, quenched FRET | Replicase polyprotein 1ab (Severe acute respiratory syndrome coronavirus), P0C6X7 | recombinant SARS-CoV 3CLpro, quenched FRET peptide cleavage | inhibition, % at 6 µM | actives 0.14% (n = 290,000) | AID 1706, 2009; in the data active means inhibition above about 12%
# Anthrax LF inh2: Bacillus anthracis LF protease inhibitors, primary screen, biochemical, multiplex microsphere, MLPCN library | multiplex microsphere protease cleavage assay | inhibition, % at 10 µM | Lethal factor (Bacillus anthracis), P15917 | actives 0.12% (n = 360,000); further: plate controls were buffer without enzyme for full effect and enzyme alone for no effect
# Target sequence (P15917 whole entry, looked up): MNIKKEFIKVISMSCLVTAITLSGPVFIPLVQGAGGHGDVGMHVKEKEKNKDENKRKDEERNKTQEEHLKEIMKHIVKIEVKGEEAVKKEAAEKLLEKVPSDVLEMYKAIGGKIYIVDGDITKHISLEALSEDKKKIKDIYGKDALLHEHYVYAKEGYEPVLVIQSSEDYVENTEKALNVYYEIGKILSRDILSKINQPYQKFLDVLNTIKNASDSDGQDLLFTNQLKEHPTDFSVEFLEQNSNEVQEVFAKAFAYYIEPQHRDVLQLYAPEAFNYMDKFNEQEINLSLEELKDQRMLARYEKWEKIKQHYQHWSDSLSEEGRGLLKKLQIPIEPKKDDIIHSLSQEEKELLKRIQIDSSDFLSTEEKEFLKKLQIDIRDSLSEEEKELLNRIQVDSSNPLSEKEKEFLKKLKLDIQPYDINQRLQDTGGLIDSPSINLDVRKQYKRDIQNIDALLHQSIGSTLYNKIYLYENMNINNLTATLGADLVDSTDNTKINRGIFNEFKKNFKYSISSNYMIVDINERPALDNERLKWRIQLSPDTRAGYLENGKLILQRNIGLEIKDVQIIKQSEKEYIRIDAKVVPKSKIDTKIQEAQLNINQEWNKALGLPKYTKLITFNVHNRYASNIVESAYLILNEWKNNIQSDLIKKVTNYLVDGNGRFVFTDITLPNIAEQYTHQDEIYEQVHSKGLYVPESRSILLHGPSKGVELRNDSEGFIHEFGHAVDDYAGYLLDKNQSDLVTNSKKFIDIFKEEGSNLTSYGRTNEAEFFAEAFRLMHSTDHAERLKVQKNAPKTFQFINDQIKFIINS
# PfHsp40 yeast: rescue of yeast from PfHsp40 toxicity, primary screen, S. cerevisiae, ATP luminescence; S. cerevisiae expressing PfHsp40, growth rescue; growth rescue, % at 12.5 µM; actives 0.68% (n = 340,000); in the data active means growth rescue above about 28%, passing the limit was not always enough; inconclusive means no clear call, values can overlap the other calls;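 further: yeast W303a lacking pdr1 and pdr3 grown in galactose medium; growth measured after three days at 30 °C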
# Vc quorum ag: inducers of Vibrio cholerae quorum light production without autoinducers, primary screen, BH1578 luxS cqsA deficient, single point. V. cholerae BH1578 lux reporter, luminescence, 6 h. activation, % at 18.7 µM. actives 0.16% (n = 350,000); in the data active means activation mostly above about 9.7%, no sharp cut-off; inconclusive means no clear call, values can overlap the other calls; inactive means mostly below about 3.7%; further: not every result past the cut was called active; inactives centre near 0; reference of the scale not given here
# PrPC TRFRET: inhibitors of human cell surface prion protein PrPC, primary screen, cell-based, TR-FRET. Major prion protein (Homo sapiens), P04156. TR-FRET read-out. inhibition, % at 13.8 µM. actives 0.43% (n = 370,000). AID 720596, 2013; in the data active means inhibition above about 24%; further: 0% = median of the test wells and 100% = reference compound wells
# TcdB GH inh: TcdB glycohydrolase inhibitors, primary screen, biochemical, single point, plate reader; inhibition, % at 9.99 µM; TcdB glycohydrolase enzymatic assay; actives 0.24% (n = 350,000); in the data active means inhibition above about 10%
# Yp Topo-I inh: Yersinia pestis topoisomerase I inhibitors, primary screen, biochemical, cleavage product accumulation, plate reader, single point | AID 504884, 2011 | activity, % at 10 µM | Y. pestis Topo-I cleavage product accumulation | DNA topoisomerase I (Yersinia pestis CO92) | actives 0.064% (n = 360,000); in the data active means activity above about 50%, passing the limit was not always enough; inconclusive means no clear call, values can overlap the other calls; further: inactives centre near 2
# BoNT A protease: BoNT/A light chain protease inhibitors, primary screen, biochemical, flow cytometry, MLPCN library. Botulinum neurotoxin type A light chain protease (Clostridium botulinum A str. ATCC 3502). multiplex microsphere protease substrate cleavage. inhibition, % at 10 µM. actives 0.17% (n = 360,000). AID 588499, 2011; further: plate controls were buffer without enzyme for full effect and enzyme alone for no effect
# SSB-PriA inh: inhibitors of Klebsiella pneumoniae PriA binding to SSB C-terminal tail, primary screen, biochemical, AlphaScreen; AlphaScreen SSBct-PriA binding, biotinylated peptide; inhibition, % at 33 µM; actives 0.6% (n = 430,000); PriA–SSB C-terminal tail interaction (Klebsiella pneumoniae); AID 1272365, 2023; in the data active means inhibition mostly above about 37%, no sharp cut-off; inactive means mostly below about 20%;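 further: plate controls were negative control peptide for no effect and reference peptide for full effect; strong numbers were not always called active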
# Numbers without * were called inactive; i = inactive; u = inconclusive; x = no result given; & = joins results of further samples. Unless noted, no stated cut-off is given here; in the data, active means inhibition above about 30%; inconclusive means no clear call, values can overlap the other calls; inactive means below that.
SMILES,3CLpro inhibitor,Anthrax LF inh2,PfHsp40 yeast,Vc quorum ag,PrPC TRFRET,TcdB GH inh,Yp Topo-I inh,BoNT A protease,SSB-PriA inh
Cc1cc(C(=O)NCC(=O)OC(C)C(=O)N2CCOCC2)ccc1[N+](=O)[O-] (stereo unspecified),x,-6,0.3,-0.7,-11,-0.8,-2,-0.5,-4
COc1cc(SC)ccc1C(=O)NCCN1CCOCC1,2,37*,0.4,-0.4,-3,0.0,9,3.7,-14
O=C(O)CSC12CC3CC(C1)CC(C(=O)O)(C3)C2,x,-4,-0.6,i,0,x,7,-2.5,-7
Cc1cc(O)c(C(=O)Nc2cccc(Cl)c2)c(=O)n1C,-2,0,0.3,-5.6,2,1.0,3,1.0,-9
CCN1C(=O)CC(Sc2ccccc2C(=O)O)C1=O (stereo unspecified),3,-6,-0.9,i,-2,x,-10,0.2,0
CCn1c(SCC(=O)NCc2ccco2)nnc1C(C)C,0,-1,-0.4,10,0,x,1,-1.0,-6
Cc1ccc(C)c(S(=O)(=O)NCc2ccc(C(=O)N3CC(C)OC(C)C3)cc2)c1 (stereo unspecified),0,-3,-0.1,-0.6,-1,x,11,-0.6,-10&-3
CS(=O)(=O)N1CCN(c2ccccc2NC(=O)c2ccc(Br)o2)CC1,4,3,0.0,-3.3,0,-0.1,6,1.0,5
COc1ccc(/C=N/c2nc3ccccc3n2CCN2CCCCC2)cc1OC,4,2,4.1,-0.2,3,1.0,6,0.4,x
O=C(Cc1ccccc1)NCC(=O)OCC(=O)c1cccs1,4,3,0.8,i,4,x,-3,0.8,-5
O=C(Cn1c(-c2ccccc2)c[n+]2ccsc12)c1ccc(Br)cc1,0,-2,2.7,-0.6,1,-1.1,1,0.6,-19
Cc1onc(-c2c(F)cccc2Cl)c1C(=O)NCc1ccccn1,-2,-6,1.1,1.9,-4,x,1,-0.3,-4
C=C1C(=O)[C@]23C[C@H]1CC[C@H]2[C@]1(C)[C@@H](O)CC[C@@](C)(C(=O)O)[C@H]1C[C@@H]3O,x,2,x,x,4,-1.4,x,-0.3,x
COC(=O)c1ccc2c(=O)[nH]c(CSc3nc(-c4ccc(F)cc4)cs3)nc2c1,-2,-1,0.1,-0.3,2,x,-3,-0.1,0
C=CCNC(=S)N/N=C/c1cccc([N+](=O)[O-])c1,-1,-4,0.4,-1.0,-14,1.1,4,0.3,x
C/C(=N\NC(N)=O)c1c(O)n(C)c(=O)n(C)c1=O,4,1,1.1,-1.6,6,1.6,-17,-0.1,x
CCOc1ccc(OCC)c(NC(=O)CSc2nnnn2CC)c1,3,0,-0.1,i,-1,x,5,-1.0,-21
O=S(=O)(Nc1cccc2ncccc12)c1cccs1,2,u,0.9,-0.4,x,x,1,u,-4
Cc1cn([C@H]2C[C@H](O)[C@@H](CNCc3ccc(CN(C)S(C)(=O)=O)o3)O2)c(=O)[nH]c1=O,x,-9,x,-0.7,6,0.8,2,-0.1,x
CCc1c(C#N)sc(C(N)=O)c1CC,4,14,-1.6,i,-1,2.2,-3,-2.7,-12
CCN(CCCc1ccccc1)CCCc1ccccc1,-4,3,11,8.3,4,-0.8,8,0.1,2
COC(=O)C1=C(C(=O)OC)[N+]2=C3N(C(=O)NC2(C)C)[C@H](CO)C[C@@]32c3ccccc3N(Cc3ccccc3)[C@@H]12,x,-6,0.1,-0.3,-8,1.4,-14,0.2,-5
CN(C(=O)COC(=O)COc1ccc(N(C)S(=O)(=O)c2ccc(Cl)cc2)cc1)c1ccccc1,x,-2,1.3,i,7,-1.4,28,-0.6,25
O=C1CC2(CCN(C(=O)c3ccccc3Cl)CC2)Oc2ccccc21,x,2,-0.2,-1.8,-2,0.5,19,4.2,-3
CCOCCCN(C)C1CCN(C(=O)c2oc3ccccc3c2NC(=O)Cc2ccc(F)cc2)CC1,-1,4,-1.3,-0.4,-6,0.4,0,2.4,-4
# Next records.
SMILES,3CLpro inhibitor,Anthrax LF inh2,PfHsp40 yeast,Vc quorum ag,PrPC TRFRET,TcdB GH inh,Yp Topo-I inh,BoNT A protease,SSB-PriA inh
COc1ccc(-n2nc(C(=O)O)c3ccccc3c2=O)c(OC)c1,2,-5,-1.0,-0.3,8,-2.8,1,0.3,0
COc1ccc(S(=O)(=O)N2CCC(C(=O)NCc3ccncc3)CC2)cc1Cl,-3,-2,-0.1,0.4,0,0.8,-2,0.2,2
Cc1ccc(C)c(-n2c(-c3cccnc3)n[nH]c2=S)c1,-1,2,-0.3,0.0,3,0.0,4,0.4,-22
NNC(=S)Nc1ccc(Cl)cc1,0,-3,-0.7,-0.1,11,-0.5,-3,-0.9,-2
COc1ccc(NC(=O)CN(c2ccccc2)S(=O)(=O)c2ccccc2)c(OC)c1,1,2,0.9,i,2,1.0,15,-0.7,-7
O=C(NC1CC1)c1cccc(Br)c1,0,2,0.7,-0.3,7,x,4,-0.1,-14
COc1ccc(CNC(=O)C2CCN(S(=O)(=O)c3c(C)n[nH]c3C)CC2)cc1,1,-6,-1.2,0.5,1,x,-5,0.2,-6
O=C(CSc1nnc(-c2ccccc2)n1Cc1ccco1)Nc1ccc2c(c1)OCCO2,1,-4,-1.3,-4.6,5,x,8,1.6,5
CC1=NN(C(C#N)c2ccccc2O)C(C)(C)C1 (stereo unspecified),6,-4,0.8,i,0,-1.2,-7,0.3,-6
COc1ccc(S(=O)(=O)Nc2ccc3c(c2)OCO3)cc1Cl,4,-3,0.9,i,2,x,-12,-0.1,1
CCn1c(-c2ccccc2O)n[nH]c1=S,2,-4,1.2,i,-6,x,-3,0.7,-7
CN(c1ccccc1)c1cc(Br)nc(Br)c1,x,17,4.2,-0.4,-3,-0.3,12,0.4,-5
CC(C)(C)OC(=O)C[C@@H]1C/C=C\C[C@H](CC(=O)N(CCO)Cc2ccccc2)C(=O)N2CCC[C@@H]2COC1=O,x,-4,-1.3,i,-3,0.1,19,-0.2,x
COc1ccccc1/C=N/N1CCN(Cc2ccccc2Cl)CC1,-3,-6,-1.4,0.8,-7,-1.7,19,3.0,x
Cc1ccc(-c2onc3ccc(C4(C)OCCO4)cc23)cc1,-5,1,-0.8,-1.0,-5,x,-7,-0.7,-4
Cc1nc(NC(=O)/C=C/c2ccc(C(C)(C)C)cc2)sc1C(=O)N(C)C,6,-2,-1.3,-0.2,9,0.7,5,-0.9,-2
Cc1ccc(N2C(=O)[C@@H]3[C@H](C2=O)[C@H]2C=CC=NN2[C@@H]3C(=O)Nc2ccccc2)cc1,1,0,-0.1,i,-1,0.9,0,-1.7,-9
O=C(OCC(=O)C12CC3CC(CC(C3)C1)C2)c1ccccn1,2,-5,0.6,i,-4,1.5,-6,2.5,7
O=C(Nc1cccc(-c2nnc(-c3ccco3)o2)c1)C(c1ccccc1)c1ccccc1,0,-2,-0.2,-14,-3,x,4,-0.1,-4
Cc1ccc(CCNC(=O)C2=CCN(S(=O)(=O)c3ccccc3)CC2)cc1,-4,1,-0.5,i,-4,2.9,23,-2.1,-6
COc1ccc(-c2c3c([nH]c(=S)c2C#N)CCC3)cc1,-1,-2,0.1,i,3,x,2,2.1,20
CC1(C)CC(=O)C(C=NCCN2CCN(C3CC(=O)N(c4ccc(F)cc4)C3=O)CC2)=C(O)C1 (stereo unspecified),-2,4,-0.5,-3.0,3,0.9,3,0.2,2
CCC(CC)c1nnc(NC(=O)c2cc(C(=O)OC)cc([N+](=O)[O-])c2)s1,-2,0,-0.1,-0.6,-6,x,0,-1.7,5
COC(=O)C1CCN(C(=O)c2sc3nc(-c4ccccc4)cn3c2C)CC1,1,-7,1.3,-0.7,-5,x,14,-0.1,0
COCCN(Cc1cc2cc(C)ccc2n2nnnc12)C(=S)Nc1ccc(C)cc1,5,4,0.1,i,-8,0.9,5,-0.8,-2

# Two of the compounds above, as labelled records:
CCOc1ccc(OCC)c(NC(=O)CSc2nnnn2CC)c1
  3CLpro inhibitor: 3
  Anthrax LF inh2: 0
  PfHsp40 yeast: -0.1
  Vc quorum ag: i
  PrPC TRFRET: -1
  TcdB GH inh: x
  Yp Topo-I inh: 5
  BoNT A protease: -1.0
  SSB-PriA inh: -21

COC(=O)C1=C(C(=O)OC)[N+]2=C3N(C(=O)NC2(C)C)[C@H](CO)C[C@@]32c3ccccc3N(Cc3ccccc3)[C@@H]12
  3CLpro inhibitor: x
  Anthrax LF inh2: -6
  PfHsp40 yeast: 0.1
  Vc quorum ag: -0.3
  PrPC TRFRET: -8
  TcdB GH inh: 1.4
  Yp Topo-I inh: -14
  BoNT A protease: 0.2
  SSB-PriA inh: -5

# (further entries)
SMILES,3CLpro inhibitor,Anthrax LF inh2,PfHsp40 yeast,Vc quorum ag,PrPC TRFRET,TcdB GH inh,Yp Topo-I inh,BoNT A protease,SSB-PriA inh
Cc1ccc(S(=O)(=O)CCC(=O)OCC(=O)NNC(=O)c2ccc([N+](=O)[O-])cc2)cc1,x,-1,0.1,-0.8,-22,0.2,1,-0.4,-4
COc1ccccc1/C=C/C(=O)NCC(=O)N=Nc1c(O)[nH]c2ccccc12,4,0,-1.4,-0.4,-30,1.2,-4,-0.7,-32
Cc1c(Br)c([N+](=O)[O-])nn1CCCC(=O)N1CCN(c2ccccc2)CC1,-1,-1,1.0,-0.7,-2,x,-2,0.6,0
COc1ccc(-c2cnc3n2CCCCC3)cc1,-4,9,1.1,-1.1,5,-1.0,-6,5.4,-4
COC(=O)[C@@]12CCCN1[C@H](c1ccc(-c3ccc(OC)cc3)cc1)[C@@H]1C(=O)N(C)C(=O)[C@@H]12,x,-5,0.4,i,0,0.3,4,-0.6,0
COc1ccccc1-c1ccc(SCC(=O)N2CCOCC2)nn1,1,-10,0.6,-0.3,-1,7.2,-14,-1.1,-6
CCC(NC(=O)CCl)c1ccc(C)cc1 (stereo unspecified),-5,0,-0.9,-0.2,2,0.0,2,-0.9,-6
COc1ccc(OCC(O)CN(CCO)CC(O)Cn2ccc3ccccc32)cc1 (stereo unspecified),6,-2,0.4,-6.7,5,1.0,13,-0.3,-6
COc1ccccc1NS(=O)(=O)c1cc(NC(=S)NCCN2CCOCC2)ccc1N1CCOCC1,2,-1,-0.8,-0.2,6,1.5,13,0.3,10
C[C@H](NC(=O)C1CCN(S(=O)(=O)c2ccccc2)CC1)C(=O)NCc1ccco1,4,3,0.7,-1.6,10,-2.3,2,2.0,-1
Cc1nc(SCc2ccccc2)nc2c1CCC2,8,7,0.1,-0.3,7,-1.1,21,-0.9,-44
Cc1cc(C(=O)OCC(=O)N2CCc3ccccc32)ccc1[N+](=O)[O-],x,-5,-0.7,i,-1,1.0,-7,-0.7,-8
COc1ccc(CCNc2ccc(N3C(=O)CC(C)C3=O)cc2[N+](=O)[O-])cc1OC (stereo unspecified),3,-2,0.6,-0.3,-32,0.8,19,-1.0,3
CCn1c(SCC(=O)Nc2ccc(Br)cn2)nnc1C1CC1,0,4,-1.2,3.4,0,-0.6,3,0.5,-30
Cc1sc2nc(CN3CCCC3)nc(N3CCN(S(=O)(=O)c4cccc(F)c4)CC3)c2c1C,x,4,-0.9,-0.4,-10,0.2,-1,1.7,10
N#Cc1ccc(CSc2nnc(-c3cnccn3)o2)cc1,3,-6,0.3,-0.3,-5,x,0,-1.2,-4
Cc1cc(=O)oc2cc(OC(=O)c3nn(C(C)C)c(=O)c4ccccc34)ccc12,0,0,-1.3,-0.2,-4,x,1,0.2,-9
CCCC(=O)N1CCC1(C)C(=O)Nc1ccc2scnc2c1 (stereo unspecified),x,3,x,i,x,x,3,-0.2,x

# Assay outcomes: PubChem, several laboratories

# Only part of the results is shown; count on the stated rates, not on these rows.
